SIRT5 inh: sirtuin-5 (human) deacylase inhibition; Purified SirT5, succinyl-peptide AMC, trypsin-coupled fluorescence; 1.1% of 330,000 active; inhibition, % at 15 µM; Q9NXA8; AID 652115; in the data active means inhibition above about 15%; inconclusive means no clear call, values can overlap the other calls
Target sequence (Q9NXA8 whole entry, looked up): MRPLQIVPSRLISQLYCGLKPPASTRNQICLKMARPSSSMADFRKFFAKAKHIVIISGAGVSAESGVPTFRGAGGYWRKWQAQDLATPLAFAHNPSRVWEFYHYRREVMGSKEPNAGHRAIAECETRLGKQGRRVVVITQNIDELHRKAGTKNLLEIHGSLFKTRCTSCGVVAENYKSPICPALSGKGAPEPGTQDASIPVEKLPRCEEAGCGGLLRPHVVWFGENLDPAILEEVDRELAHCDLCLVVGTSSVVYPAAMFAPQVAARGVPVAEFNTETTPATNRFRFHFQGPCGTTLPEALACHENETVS
DENV2 CPE: DENV2-induced cell death inhibition. DENV2-infected cells, cytopathic effect rescue, plate reader. 1.7% of 350,000 active. AID 651640. CPE inhibition, % at 9.99 µM; in the data active means CPE inhibition above about 20%, passing the limit was not always enough; inconclusive means no clear call, values can overlap the other calls; tested in BHK-21 cells;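 further: 0% = median of neutral control wells and 100% = median of positive control wells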
PAX8 reporter: PAX8 transcriptional activity inhibition. RMG-I TPO-luciferase reporter, SteadyGlo, 24 h. inhibition, % at 12.6 µM. 1.2% of 360,000 active. AID 652154;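 active means mean replicate inhibition at least 60% with every replicate also reaching 60%; inconclusive means only one of the two criteria is met; inactive means mean below 60% and not all replicates reaching 60%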;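 further: luciferase light reporting Pax8 driven TPO promoter activity; plate controls were median of neutral control wells for no effect and mitoxantrone controls for full effect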
CASP6 VEID inh: blocks human caspase-6 cleavage activity | purified caspase-6, Z-VEID-R110 cleavage fluorescence | AID 686996 | 0.53% of 350,000 active | P55212 | inhibition, % at 12.5 µM;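 active means mean inhibition across replicates at least about 35%, with every replicate also reaching that limit, limit read from the data; inconclusive means only one of the two criteria met; inactive means neither criterion met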;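 further: 0% = median of neutral control wells and 100% = no fluorescence left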
Target sequence (P55212 24-179 limits assumed): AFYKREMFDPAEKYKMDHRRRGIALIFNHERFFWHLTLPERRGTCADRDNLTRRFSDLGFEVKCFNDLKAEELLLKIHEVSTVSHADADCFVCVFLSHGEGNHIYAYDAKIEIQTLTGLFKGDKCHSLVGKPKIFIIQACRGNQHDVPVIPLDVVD
Target sequence (P55212 194-293 limits assumed): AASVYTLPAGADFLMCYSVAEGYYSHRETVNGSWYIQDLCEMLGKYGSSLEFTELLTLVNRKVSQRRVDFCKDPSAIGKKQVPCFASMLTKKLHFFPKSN
LGR2 antag: blocks bursicon-induced cAMP signaling via Drosophila LGR2 | HEK293 LGR2, CRE-luciferase, bursicon-stimulated, 4 h | inhibition, % at 9.99 µM | 0.35% of 380,000 active | AID 720647;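 active means drop in luminescence signal, shown as inhibition above about 50% in the replicate tests, limit read from the data, passing the limit was not always enough; inconclusive means probably only some replicates passing the limit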;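 further: agonist challenge used bursicon conditioned medium at about half maximal strength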
EWS-Fli block: EWS/Fli transcriptional activity inhibition; inhibition, % at 12.6 µM; A673 NR0B1-luciferase reporter, viability-normalised; 0.67% of 350,000 active; AID 651661;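 active means mean inhibition of at least 50% after viability correction, with every replicate also passing that limit; inconclusive means mean reaches 50% but only one of two replicates passes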;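 further: firefly luciferase signal divided by Alamar Blue viability fluorescence both relative to DMSO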
ARNT-TACC3 inh: ARNT/TACC3 interaction disruption; Q9Y6A5; AlphaScreen His-ARNT PAS-B/GST-TACC3 binding, luminescence; TACC3 fragment carries E629A point mutation; inhibition, % at 9.99 µM; AID 623870; 0.66% of 390,000 active;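 active means mean inhibition of replicates at least 50% and at least half of replicates each reaching 50%; inconclusive means half or more replicates reach 50% but mean below 50%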;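 further: 0% = complete ARNT plus TACC3 wells and 100% = ARNT alone without TACC3; many hits fall short of the cut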
An asterisk follows results filed as active; ? = inconclusive; · = not tested or not shown; & = joins results of further samples; ! = not confirmed by another sample.

SMILES	SIRT5 inh	DENV2 CPE	PAX8 reporter	CASP6 VEID inh	LGR2 antag	EWS-Fli block	ARNT-TACC3 inh
CCc1cc(=O)oc2cc(OCC(=O)NCCCn3ccnc3)ccc12	1	-3	-3	3	3	4	24
O=C(c1ccco1)N(Cc1ccc(Cl)cc1)Cc1ccco1	-1	-1	-11	4	-1	6	3
CCCSCCCNC(=O)c1ccccc1NC(=O)C1=CSCCO1	-3	-2	-13	1	-9	1	-1
CCCC(=O)Nc1ccc(NC(=S)NC(=O)c2cccs2)cc1	-5	5	-19	-2	-9	-11	·
COCCNC(=O)c1cc2nc3c(c(C(F)(F)F)n2n1)CCc1ccccc1-3	0	12	-15	0	-10	-5	-3
CCOc1ccccc1N1CCN(CC(=O)Nc2nc(C)c(C(=O)N(C)C)s2)CC1	-2	2	12	0	8	·	-3
C[C@@H]1CN([C@@H](C)CO)C(=O)c2cc(NS(=O)(=O)c3ccc(F)cc3)ccc2O[C@@H](C)CCCCO[C@H]1CN(C)S(=O)(=O)c1cn(C)cn1	-2	?	-12	-2	3	-2	0
O=C(c1ccccn1)N1C[C@H]2[C@@H](c3ccccc31)[C@@H](CO)N2C(=O)Nc1ccccc1	3	-2	1	3	-13	-12	-1
Cc1cc(C)cc(C(O)c2ncc(-c3ccccc3Cl)[nH]2)c1 (stereo not given)	2	-10	4	1	-11	-6	·
O=C(CN1C(=O)S/C(=C\C=C\c2ccccc2)C1=O)Nc1ccc(C(=O)O)cc1	6	3	-12	44*	-14	9	-7
Cc1cc(C(=O)Nn2c(-c3ccncc3)nc3ccccc3c2=O)ccc1[N+](=O)[O-]	-1	2	11	-3	-4	9	6
COC1CCCN(Cc2nc(Cc3ccccc3F)no2)C1 (stereo not given)	1	-1	-5	1	-21	-8	-9
COc1cccc(NC(=O)CSc2nnc(Cc3ccc(OC)c(OC)c3)o2)c1	-2	-4	1	0	6	2	-3
CCOC(=O)[C@]12CCCC=C1N(CCC1=CCCCC1)C(=O)[C@H](CC(=O)NCCC(C)C)C2	-7	4	18	0	16	4	·
O=C(CSc1ccccn1)Nc1nc2c(ccc3ccccc32)s1	·	·	-1	·	-21	·	-9
Cc1cc(C)c(C#N)c(OCC2CCCO2)n1 (stereo not given)	2	-7	-21	-1	3	-6	·
COc1ccc(OCC(O)CN2CCN(c3ncccn3)CC2)cc1 (stereo not given)	-5	1	12	1	3	3	-11
COC(=O)c1ccccc1NC(=O)CSc1nc(N)cc(N)n1	-2	?	2	-1	-15	-5	5
CCCCn1c(N)c(N(CCC(C)C)C(=O)COC(=O)c2ccc3ccccc3c2)c(=O)[nH]c1=O	3	-5	0	-3	5	12	·
COc1ccc(/C(C)=N/Nc2ccc(F)cc2F)c(O)c1	-2	6	-16	2	-7	-30	-10
CO[C@@H]1CN(C)C(=O)c2cc(NC(=O)C3CC3)ccc2OC[C@@H](C)N(Cc2cccc(F)c2)C[C@@H]1C	4	8	21	-1	13	-5	-5
O=C(C[C@@H]1C=C[C@H](NC(=O)Nc2ccc(C(F)(F)F)cc2)[C@H](CO)O1)NCc1cccc(F)c1	·	·	19	·	-8	2	·
CCN1CCCn2c1nc1c2c(=O)n(C)c(=O)n1C	·	10	-15	2	-3	·	-7
N#Cc1ccc(OCC(=O)NNC(=S)NC2CCCCC2)cc1	-6	6	-14	0	0	8	15
Cc1ccc(N(C(=O)c2csnn2)C(C(=O)NC2CCCC2)c2cccnc2)c(C)c1 (stereo not given)	-6	3	4	-1	-3	-1	1
CN(C)C(=O)c1c(NC(=O)c2ccccc2)sc2c1CCC2	2	-1	12	5	-7	-1	-4
CC(C)CC(c1nc2ccccc2[nH]1)n1c(-c2ccccc2Br)nc2ccccc21 (stereo not given)	-4	-3	15	3	6	-13	·
Nc1c(C(=O)Nc2ccc3c(c2)OCCO3)nnn1Cc1ccccc1	-2	7	-202	7	-109	-100	-3
c1ccc(-c2nnnc3ccccc23)cc1	1	·	34	2	-13	8	-1
O=C(Nc1ccccc1F)N1CC(=O)N2[C@@H](CO)[C@@H](c3ccc(C#CC4CCCC4)cc3)[C@@H]2C1	2	0	11	·	13	-14	·
COc1ccc(NC(=O)Nc2cccc3c2O[C@@H](CN(C)Cc2ccc(C(=O)Nc4ccccc4N)cc2)[C@H](C)CN([C@H](C)CO)C3=O)cc1	-8	2	·	1	10	41	-3
O=C(C[C@H]1C[C@H]2c3cc(NC(=O)C4CCOCC4)ccc3O[C@H]2[C@@H](CO)O1)NC1CCCCC1	·	5	-6	0	-5	3	-12
CCOc1ccc(NC(=O)c2ccc(NC(=O)COC(=O)c3ccc(NC(=O)CC#N)cc3)cc2)cc1	-4	4	-94	-6	-16	-69	·
Cc1[nH]n(-c2ccccc2)c(=O)c1C=Nc1ccc(S(=O)(=O)N(C)C)cc1	·	·	23	·	-11	·	2
Nc1cc(Oc2ccc(Cl)cc2Cl)nc(N)n1	6	-4	-34	0	-1	4	·
CCNS(=O)(=O)c1ccc(CCC(=O)NCc2ccncc2)cc1	4	-9	-18	1	-4	2	-2
O=C(COC(=O)c1ccc(-n2cnnn2)cc1)Nc1cc(Cl)ccc1F	-4	-5	-55	4	4	-2	-2
COc1ccc2c(c1)CCc1cn[nH]c1-2	1	3	-57	-2	-8	-37	30
COc1ccc(CN(C)C[C@@H]2Oc3ccc(NC(=O)Nc4c(C)noc4C)cc3CC(=O)N([C@H](C)CO)C[C@H]2C)cc1	1	-2	-2	-2	27	0	-7
O=C1c2cccc3c([N+](=O)[O-])ccc(c23)C(=O)N1Cc1cccnc1	-3	3	34	6	103*	38	1
Cc1cc(C)cc(C(O)c2ncc(-c3ccccc3)[nH]2)c1 (stereo not given)	15	-1	1	0	-7	-6	·
C[C@@H]1CN([C@H](C)CO)C(=O)c2cc(-c3cccc(C#N)c3)cnc2O[C@@H]1CN(C)C(=O)c1cnccn1	-1	3	-21	·	-7	6	-9
CCN(C(=O)COC(=O)CCCN1C(=O)c2cccc3cccc(c23)C1=O)C1CCS(=O)(=O)C1 (stereo not given)	-5	8	-8	-4	-5	4	1
CN(CC(=O)Nc1cccc(F)c1)C(=O)CCCn1c(=O)oc2ccccc21	3	-7	2	3	-15	-6	14
NC(=O)CN1C(=O)/C(=c2\sc3nc(=O)c(Cc4ccccc4)nn3c2=O)c2ccccc21	-2	-1	5	1	1	5	·
COc1ccc(/C(C)=N/NC(=O)CNC(=O)c2cccs2)cc1	0	-2	4	-2	-3	-5	-1
O=C(c1cc(C2CC2)nn1-c1ccccc1)N1CCN(S(=O)(=O)c2ccccc2F)CC1	3	3	-22	3	-8	3	·
O=[N+]([O-])c1cccnc1S(=O)(=O)c1ccccc1	1	-5	110*	5	12	44	-14
CC(C)NC(=O)N(C)C[C@H]1Oc2ccc(NC(=O)CCN3CCOCC3)cc2C(=O)N([C@@H](C)CO)C[C@H]1C	1	-3	-7	1	3	0	-7
N#CCCN(Cc1ccccc1)C(=O)Nc1ccccc1	-3	4	-8	0	·	7	26
CC(C(=O)c1ccccc1)[n+]1cccc(C(N)=O)c1 (stereo not given)	-1	2	-11	-1	·	11	-19
Cc1cc(O)c(/C=N/OCc2ccc(Cl)cc2Cl)c(=O)o1	0	1	11	-2	2	5	-4
O=C(NC1CC1)c1cc(-c2ccc(Br)cc2)nc2ccccc12	-2	-6	-2	-4	-15	-14	-3
O=C(c1ccc(Cl)c(Cl)c1)N1CCC(O)(CN2CCOCC2)CC1	0	-7	12	1	-9	9	-6
O=C(O)c1nnn(-c2cc(C(F)(F)F)cc(C(F)(F)F)c2)c1-c1ccccc1	-1	0	-4	2	12	6	-11
CN(C)C(=O)c1cccc(-c2ccc3c(c2)[C@H]2[C@H](CCN2C(=O)C2CCCCC2)[C@@H](CO)N3)c1	·	5	4	·	-10	-3	38
CCc1nc2ccccc2c(C(=O)Nc2cccc(C)c2)c1C	-2	3	12	-2	-3	8	3
CCOC(=O)/C(C#N)=C/c1c(N2CCN(C)CC2)nc2ccccn2c1=O	8	3	0	-2	15	2	5
C[C@H]1CCCCO[C@H](CN(C)C(=O)C2CCCCC2)[C@@H](C)CN([C@@H](C)CO)C(=O)c2cc(NC(=O)NC3CCCCC3)ccc2O1	16*!	4&-3	16&17	30&0	-14	13&-2	·
Cc1ccc(S(=O)(=O)Nc2ccc3c(c2)C(=O)N([C@H](C)CO)C[C@H](C)[C@H](CN(C)S(=O)(=O)c2ccc(Cl)cc2)OCCCC[C@@H](C)O3)cc1	·	66*	-2	·	-2	-5	-5

Other records follow.
SMILES	SIRT5 inh	DENV2 CPE	PAX8 reporter	CASP6 VEID inh	LGR2 antag	EWS-Fli block	ARNT-TACC3 inh
CCOC(=O)c1ccc(NC(=O)CCC(=O)NCc2ccco2)cc1	-4	19	-4	-2	14	1	-3
COc1ccccc1NC(=O)N[C@H]1C=C[C@H](CC(=O)NCc2ccc(Cl)c(Cl)c2)O[C@@H]1CO	3	4	36	-1	-9	10	8
CC(=O)N(Cc1ccc(Br)cc1)c1ccccc1C(=O)O	·	4	6	-4	4	3	-3
CCOC(=O)N1CCN(S(=O)(=O)c2c[nH]c(C(=O)OC)c2)CC1	0	-2	-10	-3	7	-1	2
O=C(CN1CCOCC1)N1CCCCN2[C@H](C1)[C@@H](c1ccc(-c3ccccc3F)cc1)[C@@H]2CO	3	?	6	3	-18	7	-1
CC(NS(=O)(=O)c1ccc(OCC(=O)Nc2cccc([N+](=O)[O-])c2)cc1)c1ccccc1 (stereo not given)	-4	-7	-2	-1	12	-2	-9
Cc1ccccc1/C=C\c1nc2ccccc2c(=O)n1Cc1ccccc1	·	·	15	·	-3	·	5
O=C1C=C(c2ccccc2)C(O)(c2ccccc2)C1 (stereo not given)	0	1	·	-1	4	3	-9
CNc1cnc(-c2ccsc2)cn1	-14	-4	-31	-1	1	-56	·
Cc1cccn2c(=O)c3cc(S(=O)(=O)c4ccccc4)c(=N)n(Cc4cccnc4)c3nc12	-1	0	42	-1	10	-8	6
c1ccc(Nc2ccccn2)nc1	-4	-1	-10	0	11	1	-5
CCC(C)(NC(=O)c1ccc2c(c1)OCO2)C(=O)NC1CCCCC1 (stereo not given)	-1	6	21	1	-11	-2	-2
CCOC(=O)c1c(-c2ccccc2)csc1NC(=O)CCN1CCOCC1	·	·	11	·	4	·	-3
C[C@@H]1CCCCO[C@H](CN(C)C(=O)C2CCCCC2)[C@H](C)CN([C@H](C)CO)C(=O)c2cc(NS(=O)(=O)c3cccs3)ccc2O1	3	-8	·	-1	-16	1	·
O=C(NCCN1CCOCC1)c1ccc(Cl)c(Cl)c1	-2	0	3	-1	4	-4	-3

One compound at a time, from the list above. Order of screens: SIRT5 inh | DENV2 CPE | PAX8 reporter | CASP6 VEID inh | LGR2 antag | EWS-Fli block | ARNT-TACC3 inh
CCC(C)(NC(=O)c1ccc2c(c1)OCO2)C(=O)NC1CCCCC1 (stereo not given) is listed with -1 | 6 | 21 | 1 | -11 | -2 | -2
CCOC(=O)N1CCN(S(=O)(=O)c2c[nH]c(C(=O)OC)c2)CC1 is listed with 0 | -2 | -10 | -3 | 7 | -1 | 2
C[C@@H]1CCCCO[C@H](CN(C)C(=O)C2CCCCC2)[C@H](C)CN([C@H](C)CO)C(=O)c2cc(NS(=O)(=O)c3cccs3)ccc2O1 is listed with 3 | -8 | · | -1 | -16 | 1 | ·

The list goes on.
SMILES	SIRT5 inh	DENV2 CPE	PAX8 reporter	CASP6 VEID inh	LGR2 antag	EWS-Fli block	ARNT-TACC3 inh
Cc1ccc(CN2CC(=O)N3[C@@H](CO)[C@H](c4ccc(-c5ccccc5F)cc4)[C@@H]3C2)cc1	15*	-13	·	0	-7	-1	·
CCCN1C[C@H](C)[C@H](OC)CN(C)C(=O)c2cc(NC(=O)c3ccccc3)ccc2OC[C@H]1C	-2	4	8	-8	-10	-10	-4
CCOC(=O)c1c(C)c(C(=O)NCc2cccs2)c(C)n1CC	-3	-11	·	7	-4	7	-3
Cc1ccc(CNS(=O)(=O)c2ccc(C)s2)cc1	-2	-6	3	-2	6	·	-2
COCCn1c(C(F)(F)F)ccc(NC(=O)c2ccccc2)c1=O	3	-5	-124	-2	-64	-68	-3
COc1cccc(NC(=O)COc2cc(C)cc3oc(=O)cc(C)c23)c1	-1	?	-12	1	1	12	6
Cc1cccc(N=Nc2cn[nH]c2-c2ccco2)c1	1	2	-39	3	-21	-30	-7

Screens as filed in PubChem.

Compounds as they come; any-hit rate near 4.9%.
